# Scp-1 inhibitor – Scp-1 phosphatase inhibitors, primary screen, biochemical, colorimetric, uHTS. Carboxy-terminal domain RNA polymerase II polypeptide A small phosphatase 1 (Homo …. Recombinant Scp1, phosphopeptide, malachite green phosphate absorbance. inhibition, % at 20 µM. 340,000 compounds, 0.88% hits;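 active = inhibition above about 50% at 20 µM, limit read from the data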;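 also: plate controls were DMSO wells with enzyme for no effect and wells lacking enzyme for full effect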
# Target sequence (Q9GZU7 76-261 limits assumed): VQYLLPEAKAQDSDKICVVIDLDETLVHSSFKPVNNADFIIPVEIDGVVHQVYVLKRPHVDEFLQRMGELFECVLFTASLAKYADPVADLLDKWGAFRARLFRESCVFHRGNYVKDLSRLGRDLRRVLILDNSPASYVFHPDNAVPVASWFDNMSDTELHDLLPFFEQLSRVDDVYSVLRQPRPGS
#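 Times: enzyme reaction 45 min at room temperature, colour 5 min, stabilisation 30 min. Material: SCP-1 catalytic fragment, aa 76-261. Medium: Acidic Tris acetate buffer with magnesium and detergent. Signal: colorimetric free-phosphate detection, absorbance 630 nm. Read-out basis: % inhibition of SCP-1 phosphate liberation. Reagent: Phosphorylated 17-residue peptide substrate.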
# NadD inh – inhibitors of S. aureus NadD, primary screen, biochemical, colorimetric, uHTS; AID 602399, 2012; inhibition, % at 20 µM; purified NadD enzyme, colorimetric absorbance read-out; 360,000 compounds, 0.78% hits; Nicotinate-nucleotide adenylyltransferase NadD (Staphylococcus aureus N315); in the data active = inhibition above about 26%; also: some compounds past the cut are filed as inactive
# SUMO1 PPI mod – modulators of SUMO1 protein-protein interactions, primary screen, biochemical, uHTS. AID 602429, 2012. 360,000 compounds, 0.33% hits. Small ubiquitin-related modifier 1 (Homo sapiens), P63165. SUMO1 binding to a labelled peptide, TR-FRET, 1 h. inhibition, % at 20 µM; in the data active = inhibition above about 37%
# Target sequence (P63165 whole entry, looked up): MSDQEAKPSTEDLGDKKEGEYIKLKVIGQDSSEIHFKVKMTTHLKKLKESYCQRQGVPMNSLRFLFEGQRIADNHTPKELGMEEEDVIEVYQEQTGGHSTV
# LMPTP inh – LMPTP phosphatase inhibitors, primary screen, biochemical, fluorescence intensity, uHTS; Low molecular weight phosphotyrosine protein phosphatase (Homo sapiens), P24666; recombinant LMPTP-A, OMFP fluorogenic substrate; inhibition, % at 20 µM; 360,000 compounds, 0.22% hits;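 active = compounds that cut the enzyme signal by at least half of the control window in the single-dose screen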;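 also: plate controls were DMSO wells with enzyme plus substrate for no effect and substrate without enzyme for full effect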
# Target sequence (P24666 whole entry, looked up): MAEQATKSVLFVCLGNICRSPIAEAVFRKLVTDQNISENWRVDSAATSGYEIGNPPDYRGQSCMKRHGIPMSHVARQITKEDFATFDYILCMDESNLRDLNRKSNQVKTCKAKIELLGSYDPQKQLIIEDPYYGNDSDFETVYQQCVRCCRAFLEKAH
#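 Assay system: LMPTP-A phosphatase enzyme | Input: 0.625 nM enzyme | Also added: Fluorogenic phosphatase substrate OMFP at 400 µM final | Compound dosing: One test concentration per compound, 20 µM, with 3% DMSO overall | Schedule: 50 min enzyme reaction at room temperature, protected from light | Signal: Fluorescence intensity | Benchmarks: no-enzyme and uninhibited controls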
# MT1-MMP act inh – blockers of MT1-MMP proenzyme processing, primary screen, HT1080 RFP-PRO-GFP cells, GFP/RFP fluorescence; Matrix metalloproteinase-14 (Homo sapiens), P50281; 360,000 compounds, 0.061% hits; GFP/RFP ratio fluorescence, overnight; percent of plate control window, DMSO zero; GFP/RFP ratio change, % at 20 µM; AID 651647, 2012;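 active = GFP/RFP ratio change of at least 30% with cell ATP level not reduced by more than half and red fluorescence within 50% of control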; also: strong numbers were not always called active
#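 Assay system: HT1080 RFP-PRO-GFP cells | Dosing: 20 µM single dose, 1% DMSO | Incubation: Cells overnight before dosing, compound overnight, 37 °C, 5% CO2 | Evaluation: GFP/RFP fluorescence ratio | Control set: DMSO-only wells and HT1080 RFP-L50D-GFP cell wells as references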
# NRP1-CendR mod – modulators of CendR peptide binding to NRP-1, primary screen, biochemical, fluorescence polarization, uHTS; FAM-RPARPAR peptide binding to NRP-1; inhibition, % at 25 µM; 360,000 compounds, 0.85% hits; Neuropilin-1 (Homo sapiens), O14786;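 active = inhibition or corrected inhibition above about 18%, plus a signal ratio from 0.5 to 1.5, limit read from the data, passing the limit was not always enough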; also: strong numbers were not always called active
# STEP block – STEP phosphatase inhibitors, primary screen, biochemical, fluorescence intensity, uHTS; recombinant STEP, OMFP fluorogenic substrate; Tyrosine-protein phosphatase non-receptor type 5 (Homo sapiens), P54829; inhibition, % at 20 µM; AID 588621, 2011; 360,000 compounds, 0.25% hits;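 active = inhibition at 20 µM, scaled per plate between control wells, above about 37%, limit read from the data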;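 also: 0% = DMSO with enzyme and substrate and 100% = substrate only without enzyme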
#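 Assay system: isolated STEP enzyme / Timing: 20 min at room temperature, dark / Doses: 20 µM, 1% DMSO / Technique: fluorescence intensity, excitation 480 nm, emission 540 nm / Reagent: fluorogenic phosphatase substrate OMFP at 25 µM final / Measure: percent inhibition scaled to no-enzyme and uninhibited-enzyme controls, plate-pattern corrected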
# SKN-1 inh – suppressors of acrylamide-induced Pgst-4::GFP reporter in worms, primary screen, SKN-1 inhibitor project, whole organism, uHTS, GFP/RFP fluorescence ratio, strain VP596. inhibition, % at 21.8 µM. 360,000 compounds, 0.49% hits. C. elegans VP596 Pgst-4::GFP/RFP ratio, 24 h;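 active = interference check ratio from 0.5 to 1.5 plus GFP to RFP signal ratio inhibition reaching or exceeding a fixed threshold, cut at about 30% in these data, passing the limit was not always enough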; also: some compounds called inactive have numbers as strong as hits
# Rpn11 inh – Rpn11 (PSMD14) deubiquitinase inhibitors, primary screen, biochemical, fluorescence polarization, uHTS; human 26S proteasome, Ub4-pepOG fluorescence polarization; 20S core pre-blocked with epoxomicin; AID 588493, 2011; 360,000 compounds, 0.59% hits; 26S proteasome non-ATPase regulatory subunit 14 (Homo sapiens), O00487; calls only at 20 µM;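 active = inhibition at 20 µM, scaled to each plate's controls, above about 33%, limit read from the data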
# Target sequence (O00487 whole entry, looked up): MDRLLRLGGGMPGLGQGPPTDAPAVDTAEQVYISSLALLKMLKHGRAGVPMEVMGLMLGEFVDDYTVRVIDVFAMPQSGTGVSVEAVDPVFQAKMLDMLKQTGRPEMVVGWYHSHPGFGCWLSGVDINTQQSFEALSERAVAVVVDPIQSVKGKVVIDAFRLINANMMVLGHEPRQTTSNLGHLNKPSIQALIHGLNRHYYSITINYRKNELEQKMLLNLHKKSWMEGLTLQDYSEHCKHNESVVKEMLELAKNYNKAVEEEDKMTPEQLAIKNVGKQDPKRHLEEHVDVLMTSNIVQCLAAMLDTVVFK
# DNMT1 block – human DNMT1 methyltransferase inhibitors, primary screen, biochemical, molecular beacon, fluorescence, HinP1I cleavage, uHTS. DNA (cytosine-5)-methyltransferase 1 (Homo sapiens), P26358. inhibition (reported as % activation of signal), % at 10 µM. 360,000 compounds, 0.83% hits. AID 588458, 2011; in the data active = inhibition above about 50%
# * marks the source's active call; other numbers are inactive results; i = inactive; . = no result given.
SMILES	Scp-1 inhibitor	NadD inh	SUMO1 PPI mod	LMPTP inh	MT1-MMP act inh	NRP1-CendR mod	STEP block	SKN-1 inh	Rpn11 inh	DNMT1 block
CCCOC(=O)c1c(-c2ccc(OC)cc2)oc2ccc(-c3ccc(OC)nc3)cc12	8	10	2	2.2	-5	-5	-1	-10	i	-3
O=C1CC(C(=O)Nc2cccc(F)c2)n2c(nc3ccccc32)N1 (stereo not drawn)	4	-7	0	0.9	2	3	-5	11	i	2
O=C1C[C@H]2CCCCC(=O)N3CC[C@@H](C1)[C@@H]23	4	-3	1	-1.6	1	0	-4	-8	i	1
O=C(CSc1ccccc1C(=O)O)NCc1ccco1	3	1	-2	-3.4	1	4	-3	-24	i	4
CCC(CC)C(=O)N1N=C(c2ccc(NS(C)(=O)=O)cc2)CC1c1ccccc1 (stereo not drawn)	-9	-6	-4	1.8	-8	-11	1	-3	i	-3
CCCc1c(-c2ccc(F)cc2)ncn1CCc1ccccc1OC	.	-1	0	1.4	-5	1	.	-5	.	.
O=C(c1ccccc1)N1CCN(c2nc3ccc([N+](=O)[O-])cc3s2)CC1	-11	-1	-22	2.9	-3	-1	3	7	i	-7
COc1ccc(/C=N/Nc2ncnc3c2[nH]c2ccccc23)c(OC)c1OC	6	8	-3	0.1	9	2	-1	16	i	20
COc1ccccc1/C=C(/CC(=O)NCc1ccc2c(c1)OCO2)c1nc2ccccc2s1	-3	2	0	3.7	-8	-7	-1	17	i	-5
Cn1cnnc1SCC(=O)Nc1ccc(F)cc1F	-1	-1	-2	1.3	1	4	-2	-6	i	4
OC(CN1CCOCC1)(c1ccccc1)c1ccccn1 (stereo not drawn)	-12	-2	0	-1.8	-1	-5	2	13	i	2
CCOC(=O)C1=C(C)NC(=NC)SC1c1ccccc1 (stereo not drawn)	2	-1	-3	-0.2	1	6	4	10	i	-1

# Reformatted: entries from further up
# Below each compound: Scp-1 inhibitor | NadD inh | SUMO1 PPI mod | LMPTP inh | MT1-MMP act inh | NRP1-CendR mod | STEP block | SKN-1 inh | Rpn11 inh | DNMT1 block
CCCOC(=O)c1c(-c2ccc(OC)cc2)oc2ccc(-c3ccc(OC)nc3)cc12
 : 8 | 10 | 2 | 2.2 | -5 | -5 | -1 | -10 | i | -3
O=C1CC(C(=O)Nc2cccc(F)c2)n2c(nc3ccccc32)N1 (stereo not drawn)
 : 4 | -7 | 0 | 0.9 | 2 | 3 | -5 | 11 | i | 2
O=C1C[C@H]2CCCCC(=O)N3CC[C@@H](C1)[C@@H]23
 : 4 | -3 | 1 | -1.6 | 1 | 0 | -4 | -8 | i | 1
O=C(CSc1ccccc1C(=O)O)NCc1ccco1
 : 3 | 1 | -2 | -3.4 | 1 | 4 | -3 | -24 | i | 4
CCC(CC)C(=O)N1N=C(c2ccc(NS(C)(=O)=O)cc2)CC1c1ccccc1 (stereo not drawn)
 : -9 | -6 | -4 | 1.8 | -8 | -11 | 1 | -3 | i | -3
CCCc1c(-c2ccc(F)cc2)ncn1CCc1ccccc1OC
 : . | -1 | 0 | 1.4 | -5 | 1 | . | -5 | . | .
O=C(c1ccccc1)N1CCN(c2nc3ccc([N+](=O)[O-])cc3s2)CC1
 : -11 | -1 | -22 | 2.9 | -3 | -1 | 3 | 7 | i | -7
COc1ccc(/C=N/Nc2ncnc3c2[nH]c2ccccc23)c(OC)c1OC
 : 6 | 8 | -3 | 0.1 | 9 | 2 | -1 | 16 | i | 20
COc1ccccc1/C=C(/CC(=O)NCc1ccc2c(c1)OCO2)c1nc2ccccc2s1
 : -3 | 2 | 0 | 3.7 | -8 | -7 | -1 | 17 | i | -5
Cn1cnnc1SCC(=O)Nc1ccc(F)cc1F
 : -1 | -1 | -2 | 1.3 | 1 | 4 | -2 | -6 | i | 4

# Remaining list, next part:
SMILES	Scp-1 inhibitor	NadD inh	SUMO1 PPI mod	LMPTP inh	MT1-MMP act inh	NRP1-CendR mod	STEP block	SKN-1 inh	Rpn11 inh	DNMT1 block
Cc1ccc(C(C)(O)CS(=O)(=O)Cc2ccccc2)cc1 (stereo not drawn)	-16	-4	8	0.1	-4	-10	-1	0	i	-3
Cc1ccc(-c2noc(C3CCCN(C(=O)c4ccc(Cl)cc4)C3)n2)o1 (stereo not drawn)	-5	-5	0	0.7	0	19	1	-17	i	1
Cc1ccc(NC(=O)COC(=O)c2c(-c3ccccc3)noc2C)c(C)c1	1	-7	3	-1.0	4	6	-1	17	i	1
Cc1ncoc1C(=O)N1CCCC(C(=O)c2cccc3ccccc23)C1 (stereo not drawn)	-6	-5	3	-0.1	3	4	-2	17	i	-1
COc1ccc(C2Nc3ccccc3C(=O)N2NC(C)=O)cc1OC (stereo not drawn)	-8	-3	1	-1.1	1	-7	-2	-14	i	2
Cc1nn2c(-n3ccnc3C)c3c(nc2c1-c1ccccc1)CCC3	0	1	-6	-0.7	-1	-6	4	9	i	0
CCOc1ccc(N2Nc3n[nH]c(N)c3N2)cc1	-2	2	-18	-0.4	4	2	-1	-4	i	-15
CCc1ccc(CNC(=O)c2ccc(OC)c(OC3CCN(C(C)C)CC3)c2)nc1	-9	-4	8	1.1	0	-6	2	3	i	1
Cc1ccc(N2CCN(CC(O)COc3cccc(C)c3)CC2)cc1 (stereo not drawn)	-8	-4	2	-0.5	-2	2	1	-2	i	0
NC(c1csc(NC(=O)Nc2cccc(Cl)c2)n1)c1ccccc1Cl (stereo not drawn)	.	18	-11	-2.0	-5	5	4	13	i	-10
CN1CCN(c2ccc(NC(=O)c3cccc(OCc4ccccc4)c3)cc2)CC1	-7	1	-3	-6.9	-1	7	0	14	i	-9
Cc1ccccc1C(=O)Nc1nc(-c2cccnc2)cs1	3	30*	12	11	-1	-4	6	12	i	-12

# (next part)
SMILES	Scp-1 inhibitor	NadD inh	SUMO1 PPI mod	LMPTP inh	MT1-MMP act inh	NRP1-CendR mod	STEP block	SKN-1 inh	Rpn11 inh	DNMT1 block
COc1ccc2cc(Br)ccc2c1CC(=O)NC(C)(C)C	-10	1	-10	0.1	-3	-12	0	4	i	1
COCCCNC(=S)NNC(=S)Nc1ccc(F)cc1F	-3	3	1	-0.3	6	9	2	3	i	-2
COc1ccc(C(=O)COC(=O)CCN2C(=O)C3CC=CCC3C2=O)c(OC)c1 (stereo not drawn)	-1	-1	3	1.5	-2	4	-2	15	i	-1
O=S(=O)(NC(=S)NC1CCCCC1)c1ccc(Br)cc1	-5	9	-1	-0.7	0	7	3	8	i	-2
COc1cc(/C=N/Nc2ccc(C)cc2)cc(Br)c1O	-2	10	-3	-2.9	-6	-11	-2	2	i	-35
CCCCOc1ccc2c(c1)C(=O)c1cc(O)ccc1-2	-7	1	-19	2.9	4	12	2	5	i	-4
O=C(NCCCc1ccccc1)c1cccc([N+](=O)[O-])c1	-2	2	-14	-1.9	-1	8	-4	-1	i	7
CCOc1ccc(NC(=O)CN2C(=O)CSc3ccc(S(=O)(=O)N4CCCC4)cc32)cc1	23	1	2	1.1	-3	6	2	18	i	0
CN1C=CC=C/C1=C1\SC(=S)N(Cc2ccccc2)C1=O	0	-2	-23	3.1	6	16	2	3	i	-3
Cc1cc(C)c2oc(C(=O)Nc3ccc(S(=O)(=O)N4CCC(C)CC4)cc3)cc(=O)c2c1	-5	17	0	-2.3	4	-4	0	-3	i	10
O=C(CCNC(=O)Cn1ccc2ccccc2c1=O)NCC1CCCC1c1ccccc1 (stereo not drawn)	-7	-8	2	-2.3	0	-1	1	0	i	0
C(=N\n1cnnc1)/c1ccccc1OCCOc1ccccc1	-17	2	5	-2.2	1	23	0	5	i	2

# New compounds follow.
SMILES	Scp-1 inhibitor	NadD inh	SUMO1 PPI mod	LMPTP inh	MT1-MMP act inh	NRP1-CendR mod	STEP block	SKN-1 inh	Rpn11 inh	DNMT1 block
CC(C)(Sc1cc(C(C)(C)C)c(O)c(C(C)(C)C)c1)Sc1cc(C(C)(C)C)c(O)c(C(C)(C)C)c1	-6	20	7	-1.0	-8	-2	2	-6	i	10
O=C1CC(Nc2ccccc2)C(=O)N1CCc1ccccc1 (stereo not drawn)	-5	-1	1	-2.2	-6	3	3	17	i	-3
COc1cccc(C2/C(=C(\O)c3ccc4c(c3)OCCO4)C(=O)C(=O)N2CCCN2CCOCC2)c1OC (stereo not drawn)	-5	6	3	-1.3	0	5	2	1	i	-3
CCN(CC)C(=O)C(=O)N/N=C/c1cccs1	-3	-5	-2	0.8	-6	12	2	-8	i	2
COc1cc(OC)cc(C(=O)OCc2ccc([N+](=O)[O-])cc2)c1	-7	4	-2	1.1	1	-1	-1	0	i	3
CC(C)c1nnc(NC(=O)c2cc3cc(Br)ccc3oc2=O)s1	-12	2	-6	-0.1	-8	-4	2	-17	i	18
Cc1ccc(S(=O)(=O)NCCC(=O)OCC(=O)NC(=O)c2cccn2C)cc1	-2	-3	-1	-1.2	-1	-21	-3	14	i	-15
Cc1cccnc1NC(=O)c1cccc(S(=O)(=O)N2CCCC2)c1	-3	3	-4	-0.7	1	-5	2	5	i	2
O=C(COc1ccc(Cl)cc1)NCCSCc1ccccc1Cl	-13	-8	2	2.0	1	8	-3	13	i	-3
CC(CCC(=O)O)C1CCC2C3CC(O)C4CC(O)CC[C@]4(C)C3CCC12C (stereo partly drawn)	-4	-5	6	-0.7	7	10	-2	5	i	-4
COc1cc(C(=O)N/N=C/c2coc3ccc(Cl)cc3c2=O)ccc1O	-5	11	-4	3.7	-8	-44	1	17	i	5
Cc1onc(-c2ccccc2Cl)c1C(=O)OCC(=O)N1CCN(c2ccccc2)CC1	-3	1	-57	-9.9	0	0	-1	-9	i	-8
CCOC(=O)C(C)(C)Sc1ncnc2nc[nH]c12	0	5	-2	-0.7	3	-6	-6	8	i	3
